Anesthetic bind: qHTS Assay for Identification of Novel General Anesthetics; Ferritin light chain (Equus caballus), P02791; apoferritin/1-aminoanthracene competitive binding, fluorescence; Potency, µM (top dose mostly 77.5 µM), for inactives: top-dose activity change, negative = displacement, most hits filed as inhibitors; actives 0.074% (n = 350,000); further: potency means the concentration at half of the fitted maximal effect; on the % scale 0 is the no-effect control and ±100 the full control effect; nearly all actives have a fitted effect of over 20% in size
Target sequence (P02791 2-175 limits assumed): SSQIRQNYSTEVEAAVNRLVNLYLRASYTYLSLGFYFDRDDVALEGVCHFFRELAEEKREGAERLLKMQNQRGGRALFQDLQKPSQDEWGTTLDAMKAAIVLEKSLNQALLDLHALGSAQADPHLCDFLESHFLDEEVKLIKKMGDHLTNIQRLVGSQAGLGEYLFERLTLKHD
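Apoferritin-based anesthetic binding model; compound displacement of fluorescent 1-AMA measured as endpoint fluorescence after 10 minutes at room temperature, scaled to free-ligand and complex controls.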
BLM inh: qHTS Assay for Inhibitors of Bloom's syndrome helicase (BLM); Potency, µM (titrated, usually from 56.1 µM), for inactives: top-dose activity change, negative = inhibition, usual class: inhibitors; recombinant BLM DNA unwinding, fluorescence dequenching; AID 2528, 2010; actives 0.2% (n = 350,000);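 further: potency means the concentration at half of the fitted maximal effect; plate controls were vehicle for no effect and no enzyme for full effect; nearly all actives have a fitted effect of over 35% in size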
POLI inh: qHTS for Inhibitors of Polymerase Iota. actives 1% (n = 390,000). Pol iota fluorescent replication assay, 10 min. DNA polymerase iota (Homo sapiens), Q9UNA4. Potency, µM (highest dose often 115 µM), for the others: at the top dose activity, negative = inhibition, usual class: inhibitors; further: potency means the concentration at half of the fitted maximal effect
Target sequence (Q9UNA4 whole entry, looked up): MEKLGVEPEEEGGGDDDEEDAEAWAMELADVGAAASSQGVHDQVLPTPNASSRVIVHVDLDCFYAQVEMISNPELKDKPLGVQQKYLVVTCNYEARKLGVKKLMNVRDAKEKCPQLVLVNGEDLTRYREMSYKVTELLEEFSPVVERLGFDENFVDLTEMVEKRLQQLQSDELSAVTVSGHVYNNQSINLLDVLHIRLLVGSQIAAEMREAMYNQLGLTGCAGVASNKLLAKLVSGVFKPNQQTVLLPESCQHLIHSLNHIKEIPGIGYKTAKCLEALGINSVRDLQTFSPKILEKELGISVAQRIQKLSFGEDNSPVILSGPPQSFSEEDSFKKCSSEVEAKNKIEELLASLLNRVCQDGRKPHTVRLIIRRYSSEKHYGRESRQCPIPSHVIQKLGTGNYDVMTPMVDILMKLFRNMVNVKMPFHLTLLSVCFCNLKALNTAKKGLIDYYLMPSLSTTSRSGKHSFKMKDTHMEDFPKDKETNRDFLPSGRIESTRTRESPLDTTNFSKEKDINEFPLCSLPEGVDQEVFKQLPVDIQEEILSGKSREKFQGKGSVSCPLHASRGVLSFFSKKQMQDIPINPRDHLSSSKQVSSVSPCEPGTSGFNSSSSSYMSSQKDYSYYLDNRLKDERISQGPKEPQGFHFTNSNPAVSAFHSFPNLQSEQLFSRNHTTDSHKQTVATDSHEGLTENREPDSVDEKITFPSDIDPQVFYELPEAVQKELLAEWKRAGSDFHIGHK
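Fluorescent replication assay read twice, at 0 min and 10 min after adding 50 nM (final) substrate. Enzyme (10 nM) and compounds were first incubated 15 min at room temperature; enzyme-free buffer wells were negative controls.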
Pol eta inh: qHTS for Inhibitors of Polymerase Eta; DNA polymerase eta (Homo sapiens), Q9Y253; recombinant Pol eta, fluorescent DNA replication assay; Potency, µM (highest dose often 114 µM), without a hit: at the top dose activity change, negative = inhibition, hits mostly inhibitors; actives 1.2% (n = 390,000); AID 588591, 2011; further: potency means the concentration at half of the fitted maximal effect; on the % scale 0 is the no-effect control and ±100 the full control effect
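Pol eta (10 nM) was preincubated with compounds for 15 min at room temperature, after which fluorescent replication substrate (50 nM final) was added to start the reaction. Fluorescence was read kinetically at 0 and 10 min.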
Glioma ERSR ind: qHTS for Inducers of the Endoplasmic Reticulum Stress Response (ERSR) in Human Glioma: qHTS; U87-MG GRP78 promoter luciferase reporter, 16 h; Potency, µM, without a hit: top-dose activation, usual class: activators; actives 0.02% (n = 420,000); AID 602332, 2012; further: potency means the concentration at half of the fitted maximal effect; series mostly up to about 76 µM; % of control where 0% means no effect; nearly all actives have a fitted effect of over 35% in size
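Stably transfected U87-MG glioma cells carrying a GRP78-based luciferase sensor; 16 h compound incubation. Luminescence end-point read 10 min after Bright-Glo addition at room temperature.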
APE1 inh: qHTS Assay for Inhibitors of the Human Apurinic/apyrimidinic Endonuclease 1 (APE1) | DNA repair nuclease/redox regulator APEX1 (Homo sapiens), P27695 | recombinant APE1, TAMRA/BHQ-2 abasic DNA cleavage fluorescence | Potency, µM (titrated, usually from 65.8 µM), without a hit: top-dose activity change, negative = inhibition, hits mostly inhibitors | actives 0.35% (n = 350,000);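 further: potency means the concentration at half of the fitted maximal effect; plate controls were vehicle for no effect and reference inhibitor for full effect; nearly all actives have a fitted effect of over 55% in size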
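Kinetic fluorescence read (525 ex/598 em nm, three reads 60 s apart) of AP-site incision; signal = third minus first read. Enzyme 0.75 nM, dual-labelled THF duplex 50 nM, compound preincubation 15 min RT.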
POLB inh: qHTS Assay for Inhibitors of DNA Polymerase Beta | P06746 | Pol beta primer extension/strand displacement, fluorescence kinetic | Potency, µM (titrated, usually from 114 µM), inactives show top-dose activity change, negative = inhibition, usual class: inhibitors | actives 1.3% (n = 340,000); further: potency means the concentration at half of the fitted maximal effect; on the % scale 0 is the no-effect control and ±100 the full control effect
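Reaction started by 50 nM substrate onto compound-treated Pol beta (10 nM, 15 min preincubation, room temperature); plates read at 0 min and 10 min. Normalized concentration-effect data fitted by four-parameter Hill equation.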
LDHA inh: qHTS assay for inhibitors of human lactate dehydrogenase; L-lactate dehydrogenase A chain (Homo sapiens), P00338; actives 0.15% (n = 480,000); purified LDHA, NADH/diaphorase-resazurin fluorescence; hits give low values; activity change, % (values are at about 110 or 230 µM); in the data active means activity change below about -30%; inconclusive means mostly about -25% to -30%;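 further: plate controls were DMSO wells for no effect and wells without enzyme for full effect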
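LDH5 2 nM; NADH 0.06 mM, pyruvate 0.2 mM; 200 mM Tris pH 7.4, EDTA, Tween-20; 5 min RT. Detection: diaphorase 0.133 mg/mL + resazurin 37 µM, fluorescence ex540/em590 at 0 and 20 min; normalized to enzyme-free and DMSO wells.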
POLK inh: qHTS for Inhibitors of Polymerase Kappa; DNA polymerase kappa (Homo sapiens), Q9UBT6; purified Pol kappa, fluorescent DNA synthesis assay, 10 min; actives 0.53% (n = 400,000); Potency, µM (titrated, usually from 107 µM), without a hit: at the top dose activity, negative = inhibition, most hits filed as inhibitors; further: potency means the concentration at half of the fitted maximal effect; on the % scale 0 is the no-effect control and ±100 the full control effect
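Fluorescent qHTS in 1536-well format: enzyme (10 nM) and compound sat 15 min at room temperature before 50 nM substrate (final) was added. Signal taken at 0 and 10 min; no-enzyme buffer wells were negative controls.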
Numbers without * were called inactive; ? = inconclusive; . = not tested or not shown; & = joins results of further samples; [ ] = remark or other dose. Unless noted, the call rests on the fitted dose curve; in most records, active means well fitted curve in the direction sought with a large enough effect; inconclusive means small, poorly fitted or top-dose-only effect, or another doubt; inactive means no such curve, though single readings can be large; an effect the other way counts as inactive or inconclusive. The list is partial. The share of hits here may be higher or lower than overall.

SMILES	Anesthetic bind	BLM inh	POLI inh	Pol eta inh	Glioma ERSR ind	APE1 inh	POLB inh	LDHA inh	POLK inh
CSc1n[nH]c(NCc2ccccc2)n1	-8%	-1%	15%	-22%	-3%	-1%	-5%	-2	-1%
CC1CCN(C(=O)Cn2cnc3c(cnn3C(C)(C)C)c2=O)CC1	-10%	-2%	97%[activator]	-23%	0%	-1%	24%	6	-1%
Cc1nc2ccccn2c1C(=O)NCCCN1CCOCC1	-2%	0%	-10%	-12%	7%	-3%	2%	-1	10%
COc1ccc(NC(=O)CN(C)S(=O)(=O)c2ccc3c(c2)OCCO3)c2ncccc12	-5%	-7%	32%[activator]	-1%	-3%	8%	0%	4	-10%
CN(C)Cc1ccccc1-c1nc(N2CCOCC2)c2ccccc2n1	-11%	88%[activator]	.	.	0%	2%	.	.	-19%[60.1 µM]
O=C1CC(SC(=NCc2ccc3c(c2)OCO3)Nc2ccccc2)C(=O)N1c1ccccc1 (stereo not given)	-1%	-5%	-10%	-9%	-8%	-2%	13%	-2	-2%
O=c1cc[nH]c2c1ccc1cccnc12	.	.	60%[activator]	-4%	-2%	45%[activator]	.	8	16%
CC(=O)c1c(O)cc(O)cc1CC(=O)O	-11%	1%	?	?	-2%	-9%	?	8	-25%
C#CCn1c(-c2ccccc2)ccc(C#N)c1=O	-12%	-12%	-23%	-2%	-1%	?	-3%	-4	-12%
Cn1c(=O)n(CC(=O)NCc2cccnc2)c2ccccc21	1%	0%	9%	-8%	-1%	3%	3%	-3	-12%
CCc1c(C)nc(SCc2nc(-c3ccccc3)no2)[nH]c1=O	4%	6%	-5%	12%	-3%	.	11%	-3	0%[60.1 µM]
O=C(O)[C@@H]1CCCN(S(=O)(=O)c2cccc3cccnc23)C1	.	.	2%	4%	-2%	-11%	.	-6	1%

A draw from above in order of molecular weight, ascending.
SMILES	Anesthetic bind	BLM inh	POLI inh	Pol eta inh	Glioma ERSR ind	APE1 inh	POLB inh	LDHA inh	POLK inh
CC(=O)c1c(O)cc(O)cc1CC(=O)O	-11%	1%	?	?	-2%	-9%	?	8	-25%
Cc1nc2ccccn2c1C(=O)NCCCN1CCOCC1	-2%	0%	-10%	-12%	7%	-3%	2%	-1	10%
CC1CCN(C(=O)Cn2cnc3c(cnn3C(C)(C)C)c2=O)CC1	-10%	-2%	97%[activator]	-23%	0%	-1%	24%	6	-1%

(continued)
SMILES	Anesthetic bind	BLM inh	POLI inh	Pol eta inh	Glioma ERSR ind	APE1 inh	POLB inh	LDHA inh	POLK inh
Cc1ccc(C)c(SCC(=O)OCC(=O)N2CC(C)OC(C)C2)c1 (stereo not given)	-6%	-4%	147%[activator]	-1%	-3%	-1%	-26%	-6	1%
COc1ccc(C(=O)NC(=O)N2CCCCC2)cc1	54%[activator]	-6%	32%[activator]	-6%	1%	-9%	3%	-9	-2%
C[C@H]1COC(=O)[C@H]2CCCN2C(=O)[C@@H](C)COC(=O)[C@H](Cc2ccccc2)NC1=O	6%[15.3 µM]	-2%[12.4 µM]	.	.	-4%	20%[12.4 µM]	.	.	.
Cc1ccc(Nc2sc(C(=O)c3ccccc3)c(N)c2S(=O)(=O)c2ccccc2)cc1Cl	43%[activator]	-7%	?	-23%	-2%	.	2%	-2	-12%
Cc1ccc(NC(=O)C(=O)NCC(c2cccnc2)N2CCc3ccccc3C2)cc1 (stereo not given)	0%	0%	15%	-23%	-4%	.	1%	5	-1%
CC(C)C(=O)N1CCN(c2nc(-c3ccc(Cl)cc3)cs2)CC1	-11%	-5%	2%	-26%	7%	5%	0%	-2	-3%
COC(=O)c1sccc1NC(=O)Nc1cccc(C)c1C	-15%	2%	21%	-14%	2%	6%	-25%	-7	-1%
Cc1cc(C)c2cc(CN(CCO)Cc3nnnn3Cc3ccc(F)cc3)c(=O)[nH]c2c1	-11%	-6%	39%[activator]	-16%	-1%	-7%	11%	-3	0%
CCOc1ccc(CN(C)C(=O)CCc2ccc(S(=O)(=O)N3CCCCCC3)cc2)cc1	.	.	-8%	-13%	-4%	6%	.	0	-7%
O=C(c1ccc(S(=O)(=O)NCc2ccco2)cc1)N1CCCC1	-10%	-2%	16%	-4%	-4%	-1%	1%	-3&-13	-1%
COc1ccc(N(CC(=O)Nc2ccc3c(c2)OCO3)S(=O)(=O)c2ccc(C)cc2)cc1OC	0%	-4%	11%	-12%	-1%	9%	-8%	-8	-16%
Cn1c(=O)c2c(nc(SCC(=O)NCc3ccco3)n2C)n(C)c1=O	-8%	0%	4%	-2%	1%	0%	5%	5	-4%[60.1 µM]
O=C(O)c1cccc(NS(=O)(=O)c2ccc3nnn(O)c3c2)c1	4%	2%	?	-10%	-2%	0%	4%	1	-5%
O=C(COC(=O)c1ccc2ncsc2c1)NCc1cccc(Cl)c1	.	.	4%	-3%	1%	16%	.	-5	-16%
O=C(CSc1nc2cc(S(=O)(=O)N3CCOCC3)ccc2o1)Nc1c(F)cccc1F	-7%	-2%	?	1%	1%	-3%	5%	-7	-3%
CC(C)(C)c1ccc(-c2nc(C#N)c(NCc3ccncc3)o2)cc1	?	-12%	17%	-16%	4%	19%	4%	-7	-6%
Cc1ccccc1NC(=O)c1ccccc1O	-3%	1%	-7%[58.9 µM]	-4%	3%	-8%	2%	9	-15%
CCCCc1ccc(NC(=O)N[C@H](C(=O)O)C(C)C)cc1	-8%	5%	14%	-17%	5%	7%	-13%	1	1%
Cc1ccc(C(=O)N/C(=C\c2ccc(F)cc2)C(=O)NCCN2CCOCC2)cc1	-4%	-1%	32%[activator]	-1%	-7%	-14%	7%	-6	-5%
CC(C)(C)NC(=O)CSc1ncccc1-c1nc2ccccc2[nH]1	-10%	-2%	37%[activator]	-14%	0%	19%	7%	-5	-16%
C=CCNC(=O)c1ccccc1CCc1ccccc1	-11%	-4%	2%	-18%	1%	-3%	14%	1	4%
COc1ccc2nc(N3C(=O)/C(=C/c4ccccc4)NC3=S)sc2c1	-5%	-18%	-11%	32µM*	-3%	6%	?	0	-2%
COc1ccc2nc(C)cc(SCC(=O)N/N=C/c3ccco3)c2c1	-7%	-3%	49%[activator]	-18%	-8%	59%[activator]	2%	3	5%
CCc1cccc(NC(=O)CCn2c(=O)c3cccn3c3cccnc32)c1	-7%	-5%	5%	-15%	-3%	.	4%	-17	4%
COc1ccc(NC(=O)CN(C)C(=O)c2ccc(N3CCCC3)c([N+](=O)[O-])c2)cc1	.	.	40%[activator]	-5%	-3%	25%	.	-5	4%
O=C(CSc1nc2ncccc2[nH]1)Nc1cc(F)ccc1F	-1%	-4%	28%	2%	1%	.	44%[activator]	-3	12%
Cc1ccc(N2C(=S)N=C(Nc3ccccc3C)C23CCOC(C)(C)C3)cc1 (stereo not given)	?	-2%	-12%	-7%	5%	-4%	3%	-4	1%
CSc1nnc2n(Cc3ccccc3)c(=O)c3c4c(sc3n12)COC(C(C)C)C4 (stereo not given)	-11%	-8%	.	.	.	-1%	3%	.	.
COc1ccc(N2CCN(C(=O)/C(C#N)=C/c3ccccc3)CC2)cc1	?	-6%	35%	-12%	-1%	7%	3%	4	2%
COc1ccc(-c2cc(C(=O)N3CCCC(C(F)(F)F)C3)c3ccccc3n2)cc1OC (stereo not given)	.	.	-10%	-9%	-2%	14%	.	-4	3%
CC(=O)Nc1ccc(/C(C)=N/NC(=O)c2ccncc2)cc1	-4%	-2%	41%[activator]	0%	0%	4%	0%	-4	-7%
Cc1ccc2cccc(S(=O)(=O)Nc3ccc4c(c3)OCO4)c2n1	-17%	-14%	?	?	-2%	?	45µM*	5	-24%
CC1(C)CC(=O)C2=C(C1)OC(=O)C2(NC(=O)c1cccs1)C(F)(F)F (stereo not given)	-3%	-1%	9%	10%	-5%	-1%	-9%	-11	-6%
CN(CC(=O)Nc1ccc(C#N)cc1)Cc1ccc(Cl)cc1	-17%	-7%	-11%	2%	1%	-3%	?	-2	-9%
CCCC(=O)c1c[nH]c(C(=O)NCCCN2CCOCC2)c1	-7%	0%	-2%	-11%	1%	1%	4%	1	-8%
CCN1CCN(C(=O)C2CCN(S(=O)(=O)N3CCC4(CC3)OCCO4)CC2)CC1	-3%	0%	-4%	-15%	0%	42%	2%	-1	6%
CCCNC(=S)Nc1c(C)n(C)n(-c2ccccc2)c1=O	-3%	-1%	9%	2%	1%	9%	1%	-4	-11%
CCOc1ccc(NC(=O)CN(C)C(=O)c2ccc(C)c(S(=O)(=O)N3CCCCC3)c2)cc1OCC	-17%	-4%	-9%	-20%	-5%	-16%	-14%	-2	4%
CCc1ccccc1NC(=O)c1nnn(CC(=O)Nc2cccc(C)c2C)c1N	?	-1%	-1%	-8%	-3%	5%	?	-8	-16%
Cc1cc(NC(=O)COC(=O)c2cccc(S(=O)(=O)N3CCOCC3)c2)no1	7%	1%	9%	-11%	-1%	-7%	-3%	-11	3%
Cc1ccc(S(=O)(=O)NCCC(=O)OCC(=O)N(C)c2ccccc2)cc1	.	.	4%	-17%	-3%	-2%	.	-4	-7%
COc1ccc(S(=O)(=O)N(Cc2ccccc2)c2ccccc2C(=O)O)cc1	-14%	-3%	171%[activator]	-13%	-1%	-2%	24%	-10	-7%
O=C(COC(=O)CNC(=O)c1ccc(Cl)cc1Cl)NNC(=O)c1ccccc1F	.	.	82%[activator]	2%	-3%	43%	.	-10	-6%
COc1ccc(C(=O)N2CCCC(C(=O)N3CCCCCC3)C2)cc1 (stereo not given)	-7%	-3%	6%	-4%	-4%	-2%	0%	-5	-20%

Screens as filed in PubChem BioAssay.
